Cdc42 wt – human Cdc42 wildtype GTP binding change, either direction; GST-Cdc42 beads, Bodipy-GTP binding, flow cytometry; actives lie on both sides; percent activity (GTP binding), % at 10 µM; hit rate 0.2% among 190,000; AID 761;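 active means percent activity GTP binding at least 20 points away from the 100% baseline, either down as inhibitor or up as activator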;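 further: median bead fluorescence of bound Bodipy-FL-GTP at 100 nM; 0% = excess unlabeled GTP control and 100% = no compound control; below 100% means less GTP binding so inhibitor and above means activator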
Target sequence (P60953 whole entry, looked up): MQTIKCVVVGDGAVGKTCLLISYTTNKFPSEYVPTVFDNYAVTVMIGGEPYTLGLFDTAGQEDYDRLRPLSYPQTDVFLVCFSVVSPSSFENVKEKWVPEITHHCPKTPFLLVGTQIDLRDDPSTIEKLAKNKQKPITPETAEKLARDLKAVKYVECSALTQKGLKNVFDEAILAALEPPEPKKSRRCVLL
GSH fluor – GSH bead compound fluorescence profile; hit rate 0.25% among 190,000; GSH beads flow cytometry, compound fluorescence 488/530 nm; active compounds read high; fluorescence (KMESF) at 10 µM; in the data active means fluorescence above about 89;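 further: glutathione beads carrying GST-tagged Bcl family fusion proteins plus one bare bead set; values are compound well signal with DMSO vehicle wells as background; inactives centre near 16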
ABCG2 block – human ABCG2 inhibition, ABCB1 as counter-screen; inhibition, % at 6.6 µM; Q9UNQ0; IgMXP3 cells, JC-1 efflux, flow cytometry; hit rate 0.1% among 190,000;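 active means inhibition above 80%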;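 further: 0% = DMSO and 100% = nicardipine control wells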
Target sequence (Q9UNQ0 whole entry, looked up): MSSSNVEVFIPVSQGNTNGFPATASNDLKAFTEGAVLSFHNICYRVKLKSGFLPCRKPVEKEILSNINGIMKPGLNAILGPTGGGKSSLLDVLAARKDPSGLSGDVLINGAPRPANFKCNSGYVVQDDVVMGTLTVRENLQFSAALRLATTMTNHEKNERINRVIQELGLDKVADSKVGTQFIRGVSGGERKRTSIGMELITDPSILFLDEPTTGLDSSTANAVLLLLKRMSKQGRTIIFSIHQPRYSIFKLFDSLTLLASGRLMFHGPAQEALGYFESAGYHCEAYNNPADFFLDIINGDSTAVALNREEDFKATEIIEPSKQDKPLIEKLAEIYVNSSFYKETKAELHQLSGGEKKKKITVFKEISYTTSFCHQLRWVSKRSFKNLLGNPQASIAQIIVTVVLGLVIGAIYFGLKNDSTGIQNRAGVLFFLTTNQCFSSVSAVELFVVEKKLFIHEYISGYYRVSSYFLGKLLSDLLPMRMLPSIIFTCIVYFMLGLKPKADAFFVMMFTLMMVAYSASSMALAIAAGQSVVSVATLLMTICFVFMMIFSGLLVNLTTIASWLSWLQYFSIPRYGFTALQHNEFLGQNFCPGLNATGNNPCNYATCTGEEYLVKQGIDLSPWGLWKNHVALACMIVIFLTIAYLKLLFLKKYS
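Test system: IgMXP3 (ABCG2) plus far-red-tagged CCRF-Adr (ABCB1) cells. Reagent: JC-1 dye as substrate. Timing: 10 min exposure at 25 °C with rotation, no wash. Measured by: flow cytometric JC-1 green MFI at 530 nm. Read-out: percent efflux inhibition, scaled nicardipine 100% to DMSO 0%. Control set: nicardipine and DMSO wells.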
Pf gametocyte – P. falciparum stage V gametocyte viability inhibition. AID 743093. hit rate 0.065% among 150,000. P. falciparum stage V gametocytes, ATP luminescence, 24 h. inhibition, % at 10.9 µM;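 active means inhibition above the mean plus 3 SD of compounds within the control limits, set per campaign, cut at about 38% in these data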;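 further: 0% = DMSO wells and 100% = medium only without gametocytes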
Avidin fluor – avidin bead compound fluorescence profile; Avidin beads, compound fluorescence 488/530 nm, flow cytometry; active compounds read high; fluorescence (KMESF) at 10 µM; hit rate 0.38% among 220,000; in the data active means fluorescence above about 47; further: inactives centre near 10
Rac1 wt modul – human Rac1 wildtype GTP binding, inhibitors and activators; hit rate 0.27% among 190,000; GTP binding activity (% of control), % at 10 µM; GST-Rac1 beads, fluorescent GTP binding, flow cytometry; actives lie on both sides; 0 = cold GTP competed, 100 = untreated;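 active means GTP binding activity at least 20 points away from the 100% control level, either lower or higher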
Rab2A wt mod – changes GTP binding to wildtype dog Rab2A, up or down. P61105. GST-Rab2 wt beads, Bodipy-GTP binding, flow cytometry. GTP binding activity, % at 10 µM. hit rate 0.19% among 190,000. AID 760;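 active means GTP binding activity at least 20 points away from 100%, either lowered or raised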;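 further: 0% = beads with excess unlabeled GTP and 100% = no-compound control corrected for plate trend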
HRas wt GTP – human HRas wildtype GTP binding, change in either direction; GTP binding activity, % at 10 µM; GST-Ras wt beads, Bodipy-FL-GTP binding, flow cytometry; actives lie on both sides; P01112; hit rate 0.14% among 190,000;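 active means GTP binding activity at least 20% away from the 100% baseline, either lowered as inhibitor or raised as activator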;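 further: 0% = unlabeled GTP competition control and 100% = no-compound control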
Target sequence (P01112 whole entry, looked up): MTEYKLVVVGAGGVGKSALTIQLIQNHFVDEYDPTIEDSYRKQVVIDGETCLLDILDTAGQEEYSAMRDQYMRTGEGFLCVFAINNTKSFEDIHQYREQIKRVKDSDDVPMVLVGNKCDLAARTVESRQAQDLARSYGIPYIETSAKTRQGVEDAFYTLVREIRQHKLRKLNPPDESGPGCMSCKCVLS
ABCB1 block – blocks JC-1 efflux by human ABCB1 transporter. CCRF-Adr cells, flow cytometry. hit rate 0.067% among 190,000. AID 1326. inhibition, % at 6.6 µM; in the data active means inhibition above about 40%;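 further: 0% = vehicle and 100% = reference inhibitor; higher value means more JC-1 retained so stronger ABCB1 efflux block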
Rab7 wt GTP bind – dog Rab7 wildtype GTP binding, inhibitors and activators; GST-Rab7 beads, fluorescent GTP binding, flow cytometry; actives lie on both sides; untreated = 100%, excess cold GTP = 0%; hit rate 0.055% among 190,000; GTP binding activity (percent of control), % at 10 µM; AID 758;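 active means fluorescent GTP binding to Rab7 beads changed by at least 20 points from the 100% baseline, either direction, mostly lower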;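 further: median green fluorescence of bound Bodipy-FL-GTP per Rab7 bead population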
Rac1 act GTP bind – modulators of GTP binding to human Rac1 activated mutant | GST-Rac1 activated beads, fluorescent GTP binding, flow cytometry; actives lie on both sides; 100% means binding = to untreated wells | percent activity (GTP binding), % at 10 µM | hit rate 0.11% among 190,000 | AID 764;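 active means GTP binding at least 20 percentage points away from the 100% baseline, in either direction, so actives lie on both sides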
Starred values were filed as active, the others as inactive; . = not tested or not shown.

SMILES	Cdc42 wt	GSH fluor	ABCG2 block	Pf gametocyte	Avidin fluor	Rac1 wt modul	Rab2A wt mod	HRas wt GTP	ABCB1 block	Rab7 wt GTP bind	Rac1 act GTP bind
CCOC(=O)c1cnc(SCC(=O)c2ccc(C)cc2)nc1N	101	22	1	.	19	103	100	101	-0.8	97	99
CC(C)CN(CC(C)C)S(=O)(=O)N1CCC(C(=O)NCc2ccc(F)cc2)CC1	103	17	2	.	14	104	105	103	1.2	99	100
Cc1ccccc1NS(=O)(=O)c1ccc(C)c(C(N)=O)c1	105	36	-5	-7	15	107	102	103	-1.3	106	99
COc1ccc(CCn2c(N3CCOCC3)nc3c2c(=O)[nH]c(=O)n3C)cc1	98	34	0	.	15	98	98	98	0.1	97	95
CCOc1ccccc1NC(=O)CN(C)S(=O)(=O)c1cnc[nH]1	97	9	0	22	9	99	95	96	-0.1	90	97
Cc1cc(C)c2nc(NNC(=O)c3ccc(S(=O)(=O)N4CCCC(C)C4)cc3)sc2c1 (stereo not given)	104	17	-3	.	10	107	97	101	-0.6	96	99
O=C(N=C1N=C2C=CC=CN2Cc2ccccc21)c1ccc(S(=O)(=O)N2CCOCC2)cc1	105	75	0	.	18	104	109	109	0.0	111	104
COC(=O)CCC(=O)Oc1ccc(OC(=O)CCC(=O)OC)cc1	94	19	7	.	4	105	98	98	1.7	102	97
CCN(Cc1ccncc1)C(=S)Nc1ccccc1	101	22	1	-10	12	103	102	101	0.5	106	98
Cc1c(C(=O)OC(C)C)[nH]c2c1C(=O)CCC2	98	24	6	.	11	98	98	97	0.9	94	95
Cc1ccc2cccc(OC(=O)/C=C\c3ccccc3)c2n1	97	12	3	10	9	101	98	99	0.3	107	97
CCc1cccc(CC)c1NC(=O)c1cc(CN2C(=O)c3ccccc3C2=O)ccc1OC	95	5	96*	5	6	102	99	99	57*	100	98
CCCCSCc1cc(C(=O)O)oc1C(C)(C)C	96	15	7	1	9	98	97	94	0.8	94	94
CCOc1cc(/C=C/C(=O)Nc2ccc(C(=O)NCCN(CC)CC)cc2)ccc1OCC(C)C	97	11	-3	-6	27	102	100	101	-1.4	103	101
COc1ccccc1OCCC(=O)OCC(=O)c1[nH]c(C)c(C(C)=O)c1C	99	12	10	-19	15	100	95	97	1.4	94	100
CCOC(=O)CON1C(=O)C(=O)N(OCC(=O)OCC)C2CCCCC21 (stereo not given)	95	14	2	-8	11	99	97	95	0.6	95	95
Cc1nc2sc(C(=O)c3ccccc3)c(N)c2c(C)c1C	93	8	13	6	10	92	90	92	1.7	94	94
NNC(=O)/C(=C\c1ccc(Br)cc1)NC(=O)c1cccs1	96	32	0	-2	11	101	98	97	0.1	98	97
COc1ccc(N(C(=O)c2ccco2)C(C(=O)NC2CCCCC2)c2ccccc2)cc1 (stereo not given)	93	19	3	23	20	96	96	98	2.5	96	92
Cc1ccc2cccc(OCc3nnc(SCC(=O)O)n3C)c2n1	97	17	-1	-18	10	100	104	100	-0.3	110	93
O=C(NCCSCc1ccccc1)c1ccccc1	101	17	7	.	19	102	97	99	0.5	96	98
Cc1ccc(-c2cc(C(F)(F)F)n3ncc(C(=O)O)c3n2)cc1	99	67	3	3	7	102	100	102	0.0	93	99
Cc1ccc(-c2cc(C(=O)N3CCc4ccccc4C3)no2)cc1	96	15	8	.	12	100	93	95	0.2	95	90
COc1ccc(S(=O)(=O)N2CCN(C(=O)COc3ccc4c(C)cc(=O)oc4c3)CC2)cc1	99	11	1	-16	10	99	100	99	0.2	101	98

An excerpt from above in order of their number in ABCB1 block, falling.
molecule | ABCB1 block
COc1ccccc1OCCC(=O)OCC(=O)c1[nH]c(C)c(C(C)=O)c1C | 1.4
Cc1ccc2cccc(OCc3nnc(SCC(=O)O)n3C)c2n1 | -0.3
CCOc1cc(/C=C/C(=O)Nc2ccc(C(=O)NCCN(CC)CC)cc2)ccc1OCC(C)C | -1.4

Carrying on.
SMILES	Cdc42 wt	GSH fluor	ABCG2 block	Pf gametocyte	Avidin fluor	Rac1 wt modul	Rab2A wt mod	HRas wt GTP	ABCB1 block	Rab7 wt GTP bind	Rac1 act GTP bind
O=C(COc1ccccc1)N1CCN(C(=O)c2cccc(F)c2)CC1	101	11	6	.	9	108	100	102	0.5	98	99
Cc1ccc(S(=O)(=O)N2CCOCC2)cc1NC(=O)CN1CCC(Cc2ccccc2)CC1	93	8	-1	-4	10	95	94	94	1.1	100	91
COC(=O)c1cc(NC(=O)C2C3C=CC(C3)C2C(=O)O)cc(C(=O)OC)c1 (stereo not given)	101	18	1	6	42	100	101	100	0.4	102	99
Cc1ccc(C(=O)NCC(=O)NCC(=O)OCC(=O)c2cccs2)cc1	97	11	3	.	5	100	97	99	-0.3	100	99
CCCN(CCC)C1CC(=O)N(Cc2ccccc2)C1=O (stereo not given)	99	19	15	.	58*	108	102	101	1.3	100	101
CCCC(=O)Nc1nc2ccc(NC(=O)c3cccnc3)cc2s1	103	27	11	-6	25	105	101	102	-0.6	100	101
CCn1nnc(-c2ccccc2NC(=O)c2cc(OC)cc(OC)c2)n1	94	27	10	2	5	91	89	94	0.9	93	92
Cc1[nH]c2ccccc2c1C(O)CN1CCN(c2cccc(C(F)(F)F)c2)CC1 (stereo not given)	102	13	2	.	25	102	98	98	1.3	100	96
O=C(CSc1nc2ccccc2c(=O)[nH]1)Nc1ccccc1N1CCOCC1	99	11	2	14	12	99	98	99	0.2	103	97
Fc1cc(F)c(F)c(SCCc2ccncc2)c1F	102	11	4	.	33	104	102	99	0.8	102	98
Cn1c(=O)c2c(ncn2CC(=O)OCc2ccccc2)n(C)c1=O	103	14	3	-26	10	107	101	102	1.0	100	102
Cc1onc(-c2ccccc2)c1C(=O)NCc1ccccn1	105	32	2	.	13	107	99	101	-2.2	101	101
O=C(c1cc(-c2ccccc2O)on1)N1CCCC1	98	25	1	.	7	103	101	101	0.6	99	98
CCC(=O)N1CCN(c2cc(NCC3CCCO3)c(F)cc2[N+](=O)[O-])CC1 (stereo not given)	96	17	6	11	10	94	99	93	1.1	105	94
CC(NC(=O)Cn1nc(C(F)(F)F)c2c1CCC2)c1ccccc1 (stereo not given)	101	12	4	.	10	105	104	102	0.6	103	97
CNC(=O)c1cccc(N2CCCC2=O)c1	101	33	3	.	13	108	101	98	-0.5	100	100
CCN1CCN(Cc2ccc(NC(=O)Nc3ccccc3)cc2)CC1	102	19	-3	.	5	107	101	103	-3.2	99	100
CCOC(=O)C1=C(C)N(c2ccc(Cl)cc2)C(=O)NC1c1cccc([N+](=O)[O-])c1 (stereo not given)	101	16	35	-31	7	105	99	102	5.9	103	100
CC(=O)c1cccc(NC(=O)N2CCCC2C(=O)NCCc2ccccc2)c1 (stereo not given)	97	11	1	.	34	96	92	96	0.2	93	93
Cn1c(=O)c2c(ncn2CC(=O)NCc2cccnc2)n(C)c1=O	105	17	1	.	8	102	102	104	0.3	102	101
COc1ccc(CCNS(=O)(=O)c2ccccc2)cc1OC	97	37	1	1	7	103	102	99	-0.1	98	100
O=C(/C=C/c1ccco1)Nc1ccc(N2CCCC2)cc1	100	12	2	-19	2	104	99	101	-0.2	99	99
CC(C)C(OC(=O)c1ccco1)C(=O)NCc1ccco1 (stereo not given)	100	29	0	.	13	105	103	102	-0.1	97	101
CCOc1ccc(S(=O)(=O)Nc2ccc(Cl)cn2)c(C)c1C	99	30	-1	-51	3	99	97	97	-0.3	95	94
CCCCCCOC(=O)NCC(O)c1ccccc1 (stereo not given)	101	31	1	-11	19	105	101	101	0.3	99	99
CCC(C)N=CC1=C(O)C(C(=O)OC)C(C)(C)CC1=O (stereo not given)	96	11	-1	.	24	95	98	98	-0.5	103	96
COc1ccccc1NC(=O)c1ccc(COc2ccccc2OC)o1	103	22	4	.	16	103	104	104	0.7	100	99
COC(=O)c1cc2sccc2n1CC(=O)N(C)c1ccccc1	98	23	2	12	10	103	95	100	1.0	99	97
CCOC(=O)C(C(=O)NCC1CCCO1)C1CCCCC1 (stereo not given)	101	11	1	-34	22	104	99	101	1.0	102	101
O=[N+]([O-])c1cccc(S(=O)(=O)NCC2CCCO2)c1 (stereo not given)	99	12	-2	9	7	104	100	101	0.5	100	102
CC/C(C)=N/Nc1cccc([N+](=O)[O-])c1	99	10	58	.	16	102	101	100	-0.2	98	100
O=C(Nc1cccc(C(F)(F)F)c1)C(Sc1cccc[n+]1[O-])c1ccccc1 (stereo not given)	98	18	11	7	4	102	99	100	0.3	98	99
O=C(NC1CCN(Cc2ccccc2)CC1)C1CCN(c2nnc(-n3cccc3)s2)CC1	100	18	5	.	6	103	96	98	1.7	97	98
O=C1CN(C(=O)COc2ccccc2)CCN1	103	22	-4	.	8	103	101	101	-2.7	102	101
O=C(COC(=O)Cc1ccc(Cl)cc1Cl)NCCC1=CCCCC1	97	10	2	8	10	100	97	98	.	95	95
COc1cc(NC(=O)C2CCCO2)c(C(=O)O)cc1OC (stereo not given)	95	54	0	.	9	91	92	95	0.1	99	90
O=C(Cc1c(F)cccc1Cl)Nc1ccc(-n2cnnn2)cc1	102	13	12	4	10	94	102	95	-0.8	98	92
C=CCN(CC=C)C(=O)CCc1nnc(CCc2c[nH]c3ccccc23)o1	96	21	0	17	10	98	98	95	0.1	97	95
CCOc1ccccc1CNCCO	102	15	2	-2	21	106	100	102	0.8	101	99
CCCc1nc(SCC(=O)Nc2ccccc2)c2c(=O)n(C)c(=O)n(C)c2n1	100	26	3	.	6	102	100	100	0.7	100	98
CCCCCCCCCCOC(=O)C[N+](C)(C)CC1CCCCC1O (stereo not given)	95	15	0	20	9	96	99	95	0.1	107	91
COc1ccccc1N(Cc1ccccc1)S(=O)(=O)c1cccc(C(=O)Nc2ccc(C(C)=O)cc2)c1	101	9	3	.	13	100	98	100	1.2	97	99
C=CCC1(C#N)C(SC)=NC2=C(C(=O)CC(C)(C)C2)C1c1ccc(Br)cc1 (stereo not given)	95	12	5	-25	13	106	104	102	2.6	102	99
CCC(=O)NC(=S)Nc1ccc(NC(=O)COc2ccc(Cl)cc2Cl)cc1	99	13	-1	.	8	106	98	99	-0.1	103	99

An excerpt of these results, with values under each structure.
Values run as follows: Cdc42 wt | GSH fluor | ABCG2 block | Pf gametocyte | Avidin fluor | Rac1 wt modul | Rab2A wt mod | HRas wt GTP | ABCB1 block | Rab7 wt GTP bind | Rac1 act GTP bind
> CCOC(=O)c1cnc(SCC(=O)c2ccc(C)cc2)nc1N
→ 101 | 22 | 1 | . | 19 | 103 | 100 | 101 | -0.8 | 97 | 99
> Cc1ccccc1NS(=O)(=O)c1ccc(C)c(C(N)=O)c1
→ 105 | 36 | -5 | -7 | 15 | 107 | 102 | 103 | -1.3 | 106 | 99
> Cc1onc(-c2ccccc2)c1C(=O)NCc1ccccn1
→ 105 | 32 | 2 | . | 13 | 107 | 99 | 101 | -2.2 | 101 | 101

Screening data from PubChem.
